# CRFR2-BP antag = CRF-BP/CRF-R2 complex antagonism; HEK293 CRF-R2/CRF-BP, CRF-induced calcium fluorescence; inhibition, % at 11.8 µM; 0.59% of 350,000 active;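 active means inhibition of the ligand-induced calcium signal above about 50% at the single tested concentration, limit read from the data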
# DNA FID counter = displaces DNA intercalator in HCV helicase counter-screen. DNA fluorescent intercalator displacement, fluorescence. inhibition, % at 7.9 µM. 0.17% of 290,000 active. AID 1845; in the data active means inhibition above about 37%;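 further: 0% = vehicle and 100% = reference compound; higher means more ethidium bromide displaced from hairpin DNA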
# MEKK2mut PB1 HTS = signal of MEK5 binding to mutant human MEKK2 PB1 domain | bead flow cytometry, Alexa488-MEK5 binding to MEKK2 mutant | percent response, % at 10 µM | 0.35% of 290,000 active; in the data active means percent response above about 24%, passing the limit was not always enough; further: inactives centre near 1; some results filed as inactive read as strong as hits
# SUMO HTRF inh = blocks human SUMOylation mediated by UBC9. HTRF SUMOylation assay, SAE1/SAE2 + UBC9, in vitro. 0.36% of 290,000 active. P63279. inhibition, % at 35 µM. AID 2006; in the data active means inhibition above about 50%, passing the limit was not always enough; further: strong numbers were not always called active
# Target sequence (P63279 whole entry, looked up): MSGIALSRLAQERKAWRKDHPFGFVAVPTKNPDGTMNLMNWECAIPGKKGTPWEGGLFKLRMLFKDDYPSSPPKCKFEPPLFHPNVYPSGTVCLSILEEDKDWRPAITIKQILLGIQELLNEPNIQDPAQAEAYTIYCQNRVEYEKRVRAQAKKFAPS
# MEKK3 PB1 HTS = raises or lowers MEK5 binding to the human MEKK3 PB1 domain; bead-based flow cytometry, Alexa488-MEK5 binding to MEKK3; actives lie on both sides; 0 = blocked by unlabeled MEK5, 100 = vehicle; binding response (% of control), % at 10 µM; 1.4% of 290,000 active;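 active means binding response more than 3 SD above or below the average of its plate-row segment, actives on both sides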;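 further: Alexa488 bead fluorescence after subtracting the streptavidin-only scavenger bead signal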
# Target sequence (Q99759 whole entry, looked up, the tested form may be a part): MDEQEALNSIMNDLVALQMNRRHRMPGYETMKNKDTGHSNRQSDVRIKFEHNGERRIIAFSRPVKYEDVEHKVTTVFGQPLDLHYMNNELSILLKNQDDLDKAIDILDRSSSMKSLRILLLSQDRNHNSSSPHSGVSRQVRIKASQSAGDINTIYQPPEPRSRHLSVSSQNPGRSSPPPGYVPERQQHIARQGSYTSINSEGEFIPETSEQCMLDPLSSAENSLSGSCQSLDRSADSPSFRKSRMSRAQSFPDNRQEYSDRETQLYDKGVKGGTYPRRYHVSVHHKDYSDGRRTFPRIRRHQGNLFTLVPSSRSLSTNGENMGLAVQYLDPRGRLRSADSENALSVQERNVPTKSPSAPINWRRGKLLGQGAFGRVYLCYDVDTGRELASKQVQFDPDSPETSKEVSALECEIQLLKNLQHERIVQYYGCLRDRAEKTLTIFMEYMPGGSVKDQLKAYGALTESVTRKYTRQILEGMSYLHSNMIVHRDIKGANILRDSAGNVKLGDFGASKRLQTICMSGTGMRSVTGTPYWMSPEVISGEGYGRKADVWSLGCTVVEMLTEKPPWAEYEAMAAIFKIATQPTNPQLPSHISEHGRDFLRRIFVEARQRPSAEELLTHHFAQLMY
# GalR3 antagonist = human GalR3 antagonism; 0.44% of 360,000 active; AID 651719; HEK293 GalR3-CNG cAMP membrane potential fluorescence; galR3 body fused to GalR1 C-terminus; inhibition, % at 3 µM;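 active means inhibition above the screen-wide average plus 3 SD, cut at about 13% in these data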;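 further: forskolin and galanin both at EC90 stimulate the cells; cAMP rise reported by CNG channel membrane potential dye signal; 0% = forskolin plus galanin with DMSO and 100% = forskolin alone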
# Target sequence (O60755 1-299 limits assumed): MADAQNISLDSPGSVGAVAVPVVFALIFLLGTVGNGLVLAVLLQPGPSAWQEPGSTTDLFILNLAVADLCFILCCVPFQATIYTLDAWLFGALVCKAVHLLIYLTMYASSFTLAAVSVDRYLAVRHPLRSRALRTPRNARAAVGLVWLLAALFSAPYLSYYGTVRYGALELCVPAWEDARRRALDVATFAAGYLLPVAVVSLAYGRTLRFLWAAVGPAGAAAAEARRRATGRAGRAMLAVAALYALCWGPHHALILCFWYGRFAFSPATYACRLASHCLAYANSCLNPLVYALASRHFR
# CRFR2-BP ag = CRF-BP/CRF-R2 complex agonism; HEK293 CRF-R2/CRF-BP, calcium dye fluorescence (FLIPR); percent of saturating CRF peptide response; activation, % at 13.2 µM; 0.46% of 350,000 active; AID 588473;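 active means activation of at least 50%, plus an integration ratio under a set limit after plate pattern correction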;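 further: plate controls were neutral control wells without compound for no effect and CRF at EC100 for full effect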
# NS3 helicase inh = HCV NS3 helicase inhibition | NS3 helicase DNA unwinding, Cy5 molecular beacon fluorescence | inhibition, % at 10.9 µM | 0.56% of 290,000 active | AID 1800;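 active means inhibition above the mean of all tested compounds plus 3 SD, set per campaign, cut at about 35% in these data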;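 further: 0% = DMSO wells and 100% = thioflavine S control wells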
#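 Measured by: Cy5 fluorescence, 0 and 60 min reads / Assay system: NS3 helicase fragment of HCV / Control set: low DMSO, high thioflavine S at 110 µM / Times: 1 h reaction at 25 °C, ATP-initiated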
# MEKK2 WT-MEK5 = raises or lowers MEK5 binding to wildtype human MEKK2 PB1 domain; Q9Y2U5; bead flow cytometry, Alexa488-MEK5 binding to MEKK2 WT; actives lie on both sides; binding response (% of control), % at 10 µM; 1.1% of 290,000 active; AID 1531; in the data active means binding response below about 67% or above about 130%
# An asterisk follows results filed as active; nt = not tested or not shown. Only part of the results is shown, so the mix of outcomes need not match the whole.
# Preview:
# Order of results: CRFR2-BP antag	DNA FID counter	MEKK2mut PB1 HTS	SUMO HTRF inh	MEKK3 PB1 HTS	GalR3 antagonist	CRFR2-BP ag	NS3 helicase inh	MEKK2 WT-MEK5
1	CCC1(CC)NC(=O)N(CC(=O)OCC(=O)Nc2cc(C)ccc2C)C1=O
    0.3	-6.0	4.0	-5.5	99.0	-2.7	0.3	6.0	104.0
2	COc1ccc(C2c3c(oc4ccc(Cl)cc4c3=O)C(=O)N2CCN2CCOCC2)cc1 (stereo not drawn)
    -2.4	-12.4	-3.0	16.6	102.0	-5.5	4.1	-5.5	97.0
3	CNC(=O)COC(=O)c1cc2c(s1)CCCC2
    0.1	-3.2	nt	7.7	nt	-5.3	-0.5	4.7	nt
4	CSc1nc2c(C)c(C)c(C)c(C)c2[nH]1
    -7.0	3.1	-27.0	12.9	83.0	-6.1	-1.6	24.2	85.0
5	O=C(c1ccc2c(c1)OCO2)N1CCNc2ccccc2C1
    27.7	7.3	4.0	8.2	102.0	3.3	-4.1	1.6	103.0
6	Cc1ccc(C)n1-n1c(C)nc2sc3c(c2c1=O)CCCCC3
    6.8	-4.8	-2.0	1.1	98.0	-3.7	0.5	-2.3	97.0
7	O=c1[nH]cnc2c1c(-c1ccccc1)cn2-c1ccc(F)cc1
    8.2	-15.0	1.0	10.5	98.0	-3.4	-0.8	-10.0	91.0
8	CC(NC(=O)c1ccc2ccccc2n1)c1ccc(S(N)(=O)=O)cc1 (stereo not drawn)
    -2.6	-17.1	-5.0	1.5	99.0	-6.2	0.8	10.3	96.0

# All compounds of this part, from the start:
# Order of results: CRFR2-BP antag	DNA FID counter	MEKK2mut PB1 HTS	SUMO HTRF inh	MEKK3 PB1 HTS	GalR3 antagonist	CRFR2-BP ag	NS3 helicase inh	MEKK2 WT-MEK5
1	CCC1(CC)NC(=O)N(CC(=O)OCC(=O)Nc2cc(C)ccc2C)C1=O
    0.3	-6.0	4.0	-5.5	99.0	-2.7	0.3	6.0	104.0
2	COc1ccc(C2c3c(oc4ccc(Cl)cc4c3=O)C(=O)N2CCN2CCOCC2)cc1 (stereo not drawn)
    -2.4	-12.4	-3.0	16.6	102.0	-5.5	4.1	-5.5	97.0
3	CNC(=O)COC(=O)c1cc2c(s1)CCCC2
    0.1	-3.2	nt	7.7	nt	-5.3	-0.5	4.7	nt
4	CSc1nc2c(C)c(C)c(C)c(C)c2[nH]1
    -7.0	3.1	-27.0	12.9	83.0	-6.1	-1.6	24.2	85.0
5	O=C(c1ccc2c(c1)OCO2)N1CCNc2ccccc2C1
    27.7	7.3	4.0	8.2	102.0	3.3	-4.1	1.6	103.0
6	Cc1ccc(C)n1-n1c(C)nc2sc3c(c2c1=O)CCCCC3
    6.8	-4.8	-2.0	1.1	98.0	-3.7	0.5	-2.3	97.0
7	O=c1[nH]cnc2c1c(-c1ccccc1)cn2-c1ccc(F)cc1
    8.2	-15.0	1.0	10.5	98.0	-3.4	-0.8	-10.0	91.0
8	CC(NC(=O)c1ccc2ccccc2n1)c1ccc(S(N)(=O)=O)cc1 (stereo not drawn)
    -2.6	-17.1	-5.0	1.5	99.0	-6.2	0.8	10.3	96.0
9	OC1(c2cccs2)CN(c2ccc(Cl)cc2)C2=[N+]1CCCC2 (stereo not drawn)
    3.9	5.1	10.0	12.2	106.0	1.1	6.3	-4.5	109.0
10	O=C(Nc1ccc(Cl)c(Cl)c1)c1ccncc1
    2.5	-3.0	1.0	16.8	100.0	-2.4	10.3	-2.7	102.0
11	Cc1nc([N+](=O)[O-])cn1CC(=O)NCCCO
    12.7	-4.1	-1.0	-8.3	99.0	-3.7	-1.9	-4.5	97.0
12	O=S(=O)(NC1CC1)c1ccc2c3c(cccc13)CC2
    -5.7	-2.2	-6.0	8.2	98.0	0.0	2.6	7.4	91.0
13	O=C(CCN1C(=O)/C(=C/c2ccccc2)SC1=S)Nc1cccnc1
    -10.0	-13.1	3.0	-16.2	97.0	-7.2	-0.5	-7.8	101.0
14	CC(C)c1nc(CNC(=O)CC2C(=O)NCCN2Cc2ccoc2)cs1 (stereo not drawn)
    -0.1	-6.8	-1.0	6.8	101.0	-2.5	3.3	-0.4	100.0
15	CC(c1ccccc1)n1c(N2CCN(C)CC2)nc2c1c(=O)[nH]c(=O)n2C (stereo not drawn)
    7.2	-6.2	0.0	-1.8	105.0	-6.7	-0.1	6.7	104.0
16	O=[N+]([O-])c1cccc(-c2nnc3c4ccccc4c4ccccc4n23)c1
    -1.9	3.4	-7.0	3.4	96.0	-5.8	1.0	5.7	91.0
17	CCOC(=O)CSc1nnc(NCC(=O)OC)c(=O)[nH]1
    4.7	-5.2	0.0	-5.4	101.0	-3.2	-0.1	5.7	103.0
18	Cc1cc(N)n(-c2ccc(Cl)cc2)n1
    -2.2	-7.9	-4.0	-15.9	97.0	-2.9	-0.1	4.2	96.0
19	O=C1c2ccccc2C(=O)N1CCCc1nc(-c2ccc(Cl)cc2)no1
    -0.8	-0.6	9.0	9.9	107.0	-0.1	1.6	0.1	108.0
20	CCOc1ccc(NC(=O)C2CC(=O)OC2c2ccccc2)cc1 (stereo not drawn)
    23.1	-3.1	10.0	-0.6	103.0	2.2	-0.9	-1.3	106.0
21	Cc1ccsc1/C=N/NC(=O)c1nnn(-c2nonc2N)c1-c1ccc2c(c1)OCO2
    -39.2	-14.7	0.0	-2.6	102.0	-6.0	-0.5	1.6	98.0
22	O=C(NNC(=O)c1ccc2c(c1)OCO2)NC1CCCCC1
    -12.8	0.1	nt	-25.2	nt	-2.6	1.8	3.2	nt
23	CC(=O)Nc1ccc(NC(=O)COC(=O)C2c3ccccc3Oc3ccccc32)cc1
    2.4	-16.5	-19.0	-3.6	73.0	-2.3	0.1	8.7	74.0
24	O=c1ccc2ccccc2o1
    14.5	0.6	1.0	-7.4	83.0	-0.1	0.3	6.6	89.0
25	O=C(NC1CCN(c2ncccn2)CC1)c1cccc(F)c1
    -2.0	-3.5	-5.0	14.6	98.0	2.5	2.6	-7.4	98.0
26	CC(C)c1ccc(NC(=O)C2CCN(S(C)(=O)=O)CC2)cc1
    -3.5	-5.5	3.0	-4.1	100.0	-1.2	-2.4	-2.6	109.0
27	C=CCN(C)NC(=O)Nc1ccccc1
    7.2	-2.6	-2.0	0.2	101.0	-1.2	0.4	6.7	95.0
28	Cc1[nH]nc2c1C(c1ccc(F)cc1)C(C#N)=C(N)O2 (stereo not drawn)
    -6.1	-1.9	3.0	-11.0	104.0	-2.6	-1.0	2.6	104.0
29	Cc1ccc(CNS(=O)(=O)c2ccc3c(c2)n(C)c(=O)n3C)cc1
    -2.4	-9.1	3.0	2.9	102.0	-10.5	0.6	6.6	104.0
30	O=c1[nH]c(CCl)nc2cc(-c3ccc(F)cc3)sc12
    4.5	4.6	2.0	2.7	99.0	-7.1	-1.1	-3.3	98.0
31	O=C1/C(=C/c2ccncc2)SC(=S)N1C1CCS(=O)(=O)C1 (stereo not drawn)
    8.3	0.1	1.0	-9.0	107.0	-3.0	-0.7	-6.5	106.0
32	S=c1[nH]nc(-c2cc(-c3ccccc3)n[nH]2)n1/N=C/C(Br)=C/c1ccccc1
    -28.8	0.8	-13.0	47.6	91.0	-5.4	0.3	-5.5	86.0
33	Cn1c(=O)c([N+](=O)[O-])c(NCCCn2ccnc2)c2ccccc21
    20.6	1.5	23.0	11.0	105.0	0.9	0.2	2.6	104.0
34	O=[N+]([O-])c1cccnc1Oc1ccc(C2SCCS2)cc1
    5.3	4.7	-2.0	21.1	100.0	2.9	-1.4	-10.0	102.0
35	COc1cc2ccnc(Cc3cccc(OC)c3OC)c2cc1OC
    12.5	-14.7	-2.0	26.9	104.0	-3.3	-0.7	-5.1	98.0
36	NC(=NC1CCCCC1)c1ccc([N+](=O)[O-])cc1
    5.3	2.2	4.0	4.0	104.0	-7.2	-0.3	-0.9	109.0
37	Nc1cc(N)nc(SCC(=O)N2CCCCC2)n1
    -7.2	-0.9	4.0	32.8	109.0	-2.5	-0.9	-4.6	106.0
38	N/C(=N\OC(=O)c1cccc2ccccc12)c1ccccn1
    0.4	-13.4	4.0	5.0	101.0	-5.5	-2.4	-1.2	102.0
39	Cc1cc(C(F)F)n2nc(C(=O)Nc3sc4c(c3C#N)CCC(C)C4)nc2n1 (stereo not drawn)
    -0.4	-1.4	-1.0	-12.1	99.0	-3.6	-0.7	0.8	100.0
40	CCn1c(=O)c(C(=O)NCc2ccc(OC)cc2)c(O)c2ccccc21
    22.3	-0.9	1.0	-16.6	98.0	-3.5	-1.2	-7.1	97.0
41	COc1cccc(Cn2nc3c4cc(F)ccc4n(Cc4ccc(F)cc4)cc-3c2=O)c1
    -5.1	-8.9	-3.0	12.0	92.0	-11.8	0.1	-6.0	93.0
42	O=[N+]([O-])c1cc(-c2nnc(-c3ccccc3)o2)ccc1Oc1ccc(Cl)cc1
    4.9	-1.6	16.0	-0.1	100.0	5.7	-0.7	4.9	103.0
43	CC1Cc2ccccc2N1C(=O)c1ccc2nccnc2c1 (stereo not drawn)
    -1.9	-18.6	-2.0	-0.8	100.0	-2.0	0.2	-5.3	100.0
44	CC1=NN(C(C#N)c2ccccc2)C(c2ccccc2)C1 (stereo not drawn)
    -5.3	-2.8	nt	-0.2	nt	-4.8	-4.5	11.5	nt
45	Cc1cnc(C(=O)OCc2ccc(Br)cc2)cn1
    -0.3	-7.7	-7.0	0.6	101.0	-3.8	-0.4	-8.1	99.0
46	O=C1N/C(=N/N=C/c2ccccc2O)SC1Cc1ccc(F)cc1 (stereo not drawn)
    -2.1	-1.4	1.0	61.4*	97.0	1.6	0.3	3.2	92.0
47	CCOc1cc(/C=N/NC(=O)c2cccs2)cc([N+](=O)[O-])c1O
    -4.4	9.7	-13.0	-12.6	80.0	-2.4	-0.3	1.3	69.0
48	Cc1cc(C)n(CC(=O)N/N=C/c2cc(Br)cc([N+](=O)[O-])c2O)n1
    12.4	-12.7	-2.0	8.5	96.0	3.7	-0.6	-0.9	92.0
49	CCCN(CCC)C(=O)C1c2ccccc2Oc2ccccc21
    -11.5	-23.9	12.0	9.4	105.0	-4.7	-1.0	-3.6	108.0
50	CCC(=O)Nc1ccc(C(=O)NNC(=O)COc2cccc(C)c2)cc1
    -5.2	-1.9	-1.0	-1.8	103.0	-5.1	-0.1	10.8	107.0

# Going on with the list:
# Order of results: CRFR2-BP antag	DNA FID counter	MEKK2mut PB1 HTS	SUMO HTRF inh	MEKK3 PB1 HTS	GalR3 antagonist	CRFR2-BP ag	NS3 helicase inh	MEKK2 WT-MEK5
51	CCCCN(C)C1CCN(C(=S)Nc2ccc(OCC)cc2)CC1
    -6.5	10.6	-12.0	5.6	94.0	-7.4	1.2	14.1	86.0
52	CCn1cc2nc(SCC(=O)Nc3ccccc3F)n(Cc3ccccc3)c(=O)c2n1
    7.5	-34.4	-6.0	-9.6	96.0	4.3	-0.2	-14.6	97.0
53	O=C(O)/C=C/C(=O)Nc1ccc(Cc2ccc(NC(=O)/C=C/C(=O)O)cc2)cc1
    -11.8	-2.9	1.0	-6.4	98.0	-4.3	0.0	-14.1	104.0
54	C/C(CC(=O)Nc1cccc2c1CCCC2)=N\NC(=O)COc1ccccc1
    -3.6	-16.9	-5.0	7.6	94.0	-5.5	3.0	7.8	89.0
55	CCOC(OCC)P(=O)(c1ccccc1)c1ccccc1
    8.1	-4.1	-2.0	-3.0	97.0	-5.3	-0.1	2.2	98.0
56	COC(=O)c1cc(C#N)c(N2CCN(C)CC2)nc1C
    3.7	-1.1	-2.0	21.8	94.0	3.9	-0.3	8.1	99.0

# Bioassay records (PubChem)
